STK33 inh: inhibitors of purified STK33 kinase, primary screen, biochemical, ADP-Glo luminescence, homogeneous, cell-free. AID 2661, 2010. inhibition, % at 10 µM. MBP phosphorylation. 0.073% of 320,000 active. Serine/threonine-protein kinase 33 (Homo sapiens), Q9BYT3;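 active = inhibition at or above 25%, using the most active replicate where run in duplicate; inactive = inhibition below 25%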
Target sequence (Q9BYT3 whole entry, looked up): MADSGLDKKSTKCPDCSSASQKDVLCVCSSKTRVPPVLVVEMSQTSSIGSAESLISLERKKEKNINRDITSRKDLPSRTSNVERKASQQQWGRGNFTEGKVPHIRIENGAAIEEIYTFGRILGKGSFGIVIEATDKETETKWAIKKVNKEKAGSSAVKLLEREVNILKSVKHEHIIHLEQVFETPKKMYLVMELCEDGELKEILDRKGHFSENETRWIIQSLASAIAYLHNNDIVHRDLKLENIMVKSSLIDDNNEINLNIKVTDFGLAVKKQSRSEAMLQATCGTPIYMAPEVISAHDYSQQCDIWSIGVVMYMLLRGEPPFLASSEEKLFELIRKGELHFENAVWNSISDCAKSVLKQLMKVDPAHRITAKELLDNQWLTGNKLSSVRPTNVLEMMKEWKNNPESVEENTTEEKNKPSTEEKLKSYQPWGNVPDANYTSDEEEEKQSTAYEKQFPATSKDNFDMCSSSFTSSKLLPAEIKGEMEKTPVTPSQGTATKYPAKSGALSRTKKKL
CHT inh: inhibitors of human choline transporter CHT; High affinity choline transporter 1 (Homo sapiens), Q9GZV3; CHT-expressing cells, membrane potential dye, choline response; active compounds read low; B-score at 10 µM; 0.86% of 310,000 active; AID 488975, 2010;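 active = B-score over 3 SD under the library average, and starting fluorescence ratio not unusually high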;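 also: choline stimulus applied at its EC90 after an EC20 pre-addition; B-score computed on integrated fluorescence ratio after choline addition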
Target sequence (Q9GZV3 whole entry, looked up): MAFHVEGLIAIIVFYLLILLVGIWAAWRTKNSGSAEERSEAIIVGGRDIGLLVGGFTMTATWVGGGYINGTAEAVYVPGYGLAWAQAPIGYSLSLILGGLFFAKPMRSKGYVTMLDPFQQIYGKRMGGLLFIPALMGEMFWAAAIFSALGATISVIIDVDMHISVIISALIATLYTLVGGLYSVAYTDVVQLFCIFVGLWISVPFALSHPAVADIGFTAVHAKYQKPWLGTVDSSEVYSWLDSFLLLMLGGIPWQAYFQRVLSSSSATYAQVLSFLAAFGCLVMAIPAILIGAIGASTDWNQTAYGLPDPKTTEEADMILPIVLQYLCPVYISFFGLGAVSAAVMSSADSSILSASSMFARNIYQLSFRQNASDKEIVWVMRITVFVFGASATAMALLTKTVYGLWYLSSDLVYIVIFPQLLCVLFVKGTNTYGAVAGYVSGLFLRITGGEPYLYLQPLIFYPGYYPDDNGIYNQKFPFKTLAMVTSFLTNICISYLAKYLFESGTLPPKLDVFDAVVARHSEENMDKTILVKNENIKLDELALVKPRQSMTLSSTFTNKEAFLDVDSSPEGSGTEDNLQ
CHT PAM: CHT positive allosteric modulators, primary screen, cell-based, membrane potential dye, choline EC20; B-score at 10 µM; CHT-expressing cells; active compounds read high; LV-AA mutant CHT in HEK293 cells; 0.49% of 310,000 active;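 active = initial fluorescence not abnormally high and integrated response B-score, plate-corrected, over 3 SD above library mean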
* = called active by the depositor; i = inactive; x = not tested or not shown.

SMILES	STK33 inh	CHT inh	CHT PAM
CCOC(=O)c1c(C)c(C(=O)Nc2cc(F)ccc2F)c(C)n1C	-1.3	i	i
C[N+](C)(CC#Cc1ccccc1)CC(=O)c1ccc(Cl)cc1	0.3	i	i
CCOC(=O)c1c(C)[nH]c(N=Nc2ccc(C)cc2)c1C	2.6	i	i
COc1ccc(OC)c2[nH]c(=O)c(CCNC(=O)C(C)(C)C)cc12	0.6	i	i
Cc1ccc(S(=O)(=O)N/N=C/c2ccc(OCC(=O)N3CCOCC3)cc2)cc1	-1.8	i	i
Cc1c(C)n2c(SCC(=O)N3CC(C)OC(C)C3)nnc2[nH]c1=O (stereo not given)	-1.8	i	i
O=C(c1cccc(S(=O)(=O)NCc2ccccc2)c1)N1CCCC(C(F)(F)F)C1 (stereo not given)	-1.2	i	i
Cc1cc(-c2n[nH]c(=S)n2/N=C/C=C/c2ccccc2)n[nH]1	1.1	i	i
COc1cc(OC)c(OC)cc1/C=C1\SC(N2CCCCC2)=NC1=O	-1.5	i	i
COc1ccc(S(=O)(=O)NCC(=O)NCc2cc(=O)n(C)c(=O)n2C)cc1	1.6	i	i
CC1=C(C(=O)N2CCOCC2)C(c2ccc(C)cc2)NC(=S)N1 (stereo not given)	-0.4	i	i
COc1ccccc1N1CCN(C(=O)c2ccc(CN3CCOCC3)cc2)CC1	-1.1	i	i
O=CN1c2ccccc2CSc2ccccc21	2.5	i	i
COc1ccccc1NC1C=CS(=O)(=O)C1 (stereo not given)	-0.5	i	i
COc1cc(/C=N/NC(=S)NC2CC3CC2C2C=CCC32)ccc1O (stereo not given)	5.8	i	i

3 records drawn at random from those above:
SMILES	STK33 inh	CHT inh	CHT PAM
COc1cc(/C=N/NC(=S)NC2CC3CC2C2C=CCC32)ccc1O (stereo not given)	5.8	i	i
O=C(c1cccc(S(=O)(=O)NCc2ccccc2)c1)N1CCCC(C(F)(F)F)C1 (stereo not given)	-1.2	i	i
Cc1c(C)n2c(SCC(=O)N3CC(C)OC(C)C3)nnc2[nH]c1=O (stereo not given)	-1.8	i	i

More records follow.
SMILES	STK33 inh	CHT inh	CHT PAM
O=[N+]([O-])c1ccc(N=Nc2c(Cl)cc(O)cc2Cl)cc1	4.6	i	i
CC(C)N(C(=O)Cn1cnc2c(cnn2-c2ccccc2Cl)c1=O)C(C)C	0.4	i	i
Cc1ccccc1NC(=O)Cn1c(C)nc2ccc(NC(=O)C3CC3)cc2c1=O	-1.7	i	i
COCCN(C(=O)CSc1nc2ccccc2c(=O)n1CC(C)C)c1c(N)n(Cc2ccccc2)c(=O)[nH]c1=O	0.3	i	i
C=CCn1c(CCC(O)CCCCC)n[nH]c1=S (stereo not given)	-0.6	i	i
CNC(=S)NNC(=O)c1c(C)nc2cc(C)ccn12	-0.8	i	i
O=c1c2ccccc2n(CC(O)CN2CCOCC2)c2ccccc12 (stereo not given)	1.0	i	i
O=C(CCC(=O)N1CCc2ccccc2C1)N1CCN(S(=O)(=O)c2ccccc2)CC1	0.2	i	i
COc1cc(NC(=O)c2ccccc2)cc(OC)c1	1.2	i	i
COc1ccc(-n2cnnc2SCC(=O)NC2CCS(=O)(=O)C2)cc1 (stereo not given)	-0.7	i	i
CCCC1CC(C)(/C(C)=N\NC(N)=S)OC1=O (stereo not given)	-1.4	-9.3*	i
Cc1ccc(S(=O)(=O)NCCCCCC(=O)Nc2ccccc2C)cc1	-1.2	i	i
Cc1cc(C)c(S(=O)(=O)Cc2ccccc2)c(=O)[nH]1	-0.3	i	i
CCN(Cc1ccncc1)C(=O)c1cc(COc2ccc(F)cc2F)on1	x	i	i
O=C(Nc1ccc2c(c1)OCO2)C1CCN(C(=O)c2ccc(Br)cc2)CC1	-1.2	i	i
Cc1ccc(C)c(NC(=S)N/N=C2/CCCCc3ccccc32)c1	0.4	i	i
CCC1(c2ccc(F)cc2)NC(=O)N(CC(=O)N(CCC#N)c2ccccc2)C1=O (stereo not given)	-1.0	i	i
COc1ccc(C(=O)COC(=O)c2ccn(C)n2)cc1	-0.7	i	i
COc1cccc(C2c3[nH]c4ccccc4c3C[C@H]3C(=O)N(c4ccccc4C(=O)NCCCN4CCOCC4)C(=O)N23)c1 (stereo not given in full)	3.6	i	i
COc1ccc(OC)c(C2CC(=O)NC(SC)=C2C#N)c1 (stereo not given)	-0.9	i	i
CSc1sc(C(=O)NNC(C)=O)c2c1C1(CCC2)SCCS1	-3.6	i	i
COc1ccc(N(CC(=O)NCc2ccccc2C)S(=O)(=O)c2ccccc2[N+](=O)[O-])c(OC)c1	0.3	i	i
COC(=O)c1ccc(/C(O)=C(\C#N)c2nc3ccccc3s2)cc1	-0.6	-6.5*	i
CCCCC(=O)Nc1ccc2c(c1)oc1ccccc12	-1.1	i	i
CCCC(=O)N1CCCC(C(=O)c2ccc(OC)c(OC)c2)C1 (stereo not given)	-1.0	i	i
Cc1c(Br)c([N+](=O)[O-])nn1C(C)C(=O)Nc1ccc2c(c1)OCO2 (stereo not given)	-1.2	i	i
CCOC(=O)c1c(C)n(C)c2ccc(OC(C)C(=O)OC)cc12 (stereo not given)	2.0	i	i
Oc1ccccc1N1CCN(Cc2ncc(-c3ccccc3)o2)CC1	-1.8	i	i
CN(C)c1cccc(C(=O)N2CCC(n3nccc3NC(=O)C3CCOC3)CC2)c1 (stereo not given)	-0.6	i	i
Cc1cc(C)c(S(=O)(=O)N2CCCCC2)c(C)c1N(C)S(=O)(=O)c1ccc(Cl)cc1	-0.8	i	i
Cc1c(C2(c3c(C)n(C)n(-c4ccccc4)c3=O)C(=O)Nc3ccc(F)cc32)c(=O)n(-c2ccccc2)n1C	-0.5	i	i
CCCN(CC1CC1)C(=O)CCc1nnc(CCc2c[nH]c3ccccc23)o1	-0.7	i	i
N#CC1=CN(Cc2ccccc2)C=C(/C=N/Nc2ccccc2)C1	-1.1	i	i
CCC(=O)Nc1ccc(S(=O)(=O)N2CCN(c3ccc(F)cc3)CC2)cc1	0.6	i	i
Cc1cccc(NC(=O)CN2CCc3cc4c(cc3C2C)OCCCO4)c1 (stereo not given)	0.0	i	i
CCOC(=O)N1C2=NC(C(=O)OC)=C(C(=O)OC)[C@@H]3Nc4ccccc4[C@]23C[C@H]1C(=O)OC	-2.5	i	i
COC(=O)NNC1=CC(=O)CC(C)(C)C1	-1.8	i	i
COc1ccc(-c2cc(C(=O)N(C)CC(=O)Nc3cccc(F)c3)c3ccccc3n2)cc1	-1.5	i	i
COc1ccccc1NC(=O)Nc1ccc(-n2ccc(C(F)(F)F)n2)cc1	6.3	i	i
CN(C(=O)CSC1=NC2C(N=N1)c1cc(Br)ccc1N2C)C1CCCCC1 (stereo not given)	-0.9	i	i
Cc1noc(C)c1CCC(=O)N1CCCC(CCC(=O)NCc2ccccc2F)C1 (stereo not given)	-1.5	i	i
COC(=O)[C@@]1(Cc2ccc(F)cc2)[C@H]2c3cc(C(=O)N(C)C)n(Cc4ccccc4)c3C[C@H]2CN1C(=O)c1ccccc1	0.7	i	i
CC(C)CC(=O)Nc1ccc2oc(-c3ccncc3)nc2c1	0.6	i	i
N/C(=N\OC(=O)c1ccc(Cl)c(Cl)c1)c1ccccn1	0.4	i	i
CC(C)(C)c1ccc(NC(=O)N2CCCN(c3c(Cl)cncc3Cl)CC2)cc1	-0.5	i	i
CC(C(=O)Nc1cc([N+](=O)[O-])ccc1Cl)N1CCN(c2ccccc2)CC1 (stereo not given)	-0.1	i	i
Cc1ccc(S(=O)(=O)Nc2ccc(S(=O)(=O)NC(C)(C)C)cc2)cc1	0.6	i	i
Cc1cccc(NC(=O)C2CCCN(S(=O)(=O)c3ccc4[nH]c(=O)ccc4c3)C2)c1 (stereo not given)	-0.5	i	i
CS(=O)(=O)N(Cc1ccccc1)c1ccc(C(=O)NCc2ccccc2)cc1	-0.7	i	i
CN(C)CCCN(C(=O)c1cc2ccccc2oc1=O)c1nc2c(F)cccc2s1	-1.8	i	i
O=C(c1ccccc1C(=O)N1CCN(c2ccc(F)cc2)CC1)N1CCN(c2ccc(F)cc2)CC1	-1.7	i	i
C#CCNC(=O)c1ccc(OCc2ccccc2)cc1Cl	1.2	i	i
COc1ccc(/C=N\NC(=O)c2ccc([N+](=O)[O-])c(C)c2)cc1COc1ccccc1C(N)=O	0.0	i	i
Cc1cccc(C)c1NC(=O)Cn1c(=O)n(CCCC(=O)NC2CCN(Cc3ccccc3)CC2)c(=O)c2ccccc21	-0.8	i	i
O=C(CN1C(=O)NC2(CCCC2)C1=O)Nc1ccc(C(F)(F)F)cc1	0.1	i	i
NS(=O)(=O)c1ccc(Nc2ccccc2)c([N+](=O)[O-])c1	1.5	i	i
O=C(O)C1C2CCC(O2)C1C(=O)Nc1ccc(Cl)cc1F (stereo not given)	0.7	i	i
COc1ccc2cc(C(=O)NCc3ccco3)c(=O)oc2c1	-3.7	i	i
Cc1nn(C)c(C)c1CNC(=O)/C=C/c1ccccc1F	-1.4	i	i
CCC(=O)Nc1c2c(nn1-c1ccccc1)CSC2	-1.2	i	i
(listing goes on)
SMILES	STK33 inh	CHT inh	CHT PAM
Cc1csc(NC(=O)c2ccco2)n1	1.3	i	i
O=C(COC(=O)c1ccc2ncsc2c1)NC(=O)NCc1ccccc1	-1.1	i	i
CC(=Nc1ccc(C)c(C)c1)C1=C(O)CCC1=O	0.8	i	i
COc1cccc(OCC(O)CN2CCC(Cc3ccccc3)CC2)c1 (stereo not given)	0.2	i	i
O=[N+]([O-])c1cc([N+](=O)[O-])c(Oc2cc(Cl)cc(Cl)c2)cc1NN1CCCCC1	-0.5	i	i
CCOc1ccc(NC(=O)Cn2sc3nc(C)cc(C)c3c2=O)cc1	-2.0	i	i
COc1ccc(-n2nc(C(=O)N3CCCCC3)c3ccccc3c2=O)cc1	-2.4	i	i
N#CCCn1cc(C(CC(=O)c2ccccc2)C(=O)O)c2ccccc21 (stereo not given)	-1.2	i	i
COc1cccc(OC)c1C(=O)Nc1ccnn1C	0.3	i	i
Cc1ncc([N+](=O)[O-])n1CC(=O)NCCc1ccccc1	7.1	i	i
CC(C)c1ccc(C2C(C(=O)c3ccco3)=C(O)C(=O)N2CC2CCCO2)cc1 (stereo not given)	-0.4	i	i
Cc1[nH]n(-c2ccccc2)c(=O)c1/C=N/NC(=O)C(C)C	-0.9	i	i
C=CCC1(C#N)C(=S)NC2=C(C(=O)CC(C)(C)C2)C1c1ccc(Br)cc1 (stereo not given)	-1.4	i	i
S=C(Nc1ccccc1)Nc1ccc(OCc2ccc(Cl)cc2Cl)cc1	-0.3	i	i
CN1CCN(C(=O)c2cnn(-c3ccccc3)c2NC(=O)c2ccccc2Cl)CC1	-0.4	i	i
Cc1cccc(N2CCN(C(=O)CCn3c(=O)[nH]c4ccccc4c3=O)CC2)c1C	-1.1	i	i
O=S(=O)(c1ccc(NC(=S)N/N=C/c2ccc(N3CCOCC3)cc2)cc1)N1CCOCC1	x	i	i
CN(c1ccc(OCc2nnc(-c3ccccc3)o2)cc1)S(=O)(=O)c1ccccc1	-2.3	i	i
COC(=O)CC1NCCc2cc(OC)c(OC)cc21 (stereo not given)	0.7	i	i
O=C(CCN1CCCCO1)N1CCCC(Nc2ccc(F)cc2)C1 (stereo not given)	0.1	i	i
COc1cccc(Cn2nnc(C(=O)NCCc3ccc(Cl)cc3)c2N)c1	-3.9	i	i
COc1ccc(CC(=O)NCc2nnc(SCC(=O)Nc3ncc(C)s3)n2C)cc1	0.9	i	i
COC(=O)CSc1[nH]c2ccccc2c1[N+](=O)[O-]	-1.5	i	i
CCOc1cc(C2NC(=O)NC(O)(C(F)(F)F)C2C(=O)c2ccc(Cl)cc2)ccc1O (stereo not given)	-0.1	i	i
COc1cccc(-c2noc(CCC(=O)NCCc3ccccc3)n2)c1	-1.3	i	i
Cc1ccc(S(=O)(=O)/N=C(\Sc2ccccc2)c2ccccc2)cc1	-0.8	i	i
Cc1ccc(Cl)cc1NC(=O)c1ccc(Cn2cc(Cl)cn2)cc1	1.9	i	i
CCOC(=O)C1CCN(C(=O)c2cc(COc3ccc(OC)c4ccccc34)on2)CC1	-2.1	i	i
NC(=S)N/N=C/c1coc2cc(Cl)ccc2c1=O	x	i	i
N/C(=N\OC(=O)c1ccccc1)c1ccncc1	-0.1	i	i

Gathered by group: the compounds so far containing an aryl thioether with sulfur outside any ring (6)
SMILES	STK33 inh	CHT inh	CHT PAM
Cc1c(C)n2c(SCC(=O)N3CC(C)OC(C)C3)nnc2[nH]c1=O (stereo not given)	-1.8	i	i
COCCN(C(=O)CSc1nc2ccccc2c(=O)n1CC(C)C)c1c(N)n(Cc2ccccc2)c(=O)[nH]c1=O	0.3	i	i
COc1ccc(-n2cnnc2SCC(=O)NC2CCS(=O)(=O)C2)cc1 (stereo not given)	-0.7	i	i
CSc1sc(C(=O)NNC(C)=O)c2c1C1(CCC2)SCCS1	-3.6	i	i
COc1ccc(CC(=O)NCc2nnc(SCC(=O)Nc3ncc(C)s3)n2C)cc1	0.9	i	i
COC(=O)CSc1[nH]c2ccccc2c1[N+](=O)[O-]	-1.5	i	i

Further structures follow:
SMILES	STK33 inh	CHT inh	CHT PAM
O=C(Nc1nnc(SCc2c(Cl)cccc2Cl)s1)c1ccc2ncsc2c1	-1.6	i	i
COCCCNC(=O)c1ccc(N(C)S(C)(=O)=O)cc1	-1.2	i	i
Cn1cnnc1SC(C(=O)Nc1cccc(C(F)(F)F)c1)c1ccccc1 (stereo not given)	-1.1	i	i
COc1cc(CNCCO)cc(Cl)c1OCc1ccccc1Cl	-1.3	i	i
Cn1c2ccccc2c2n[nH]c(=O)nc21	1.1	i	i
Cc1ccc2[nH]c(CSc3ccccc3)cc(=O)c2c1	0.7	i	i

Record cards (already shown):
O=C(Nc1nnc(SCc2c(Cl)cccc2Cl)s1)c1ccc2ncsc2c1 as listed: STK33 inh: -1.6; CHT inh: i; CHT PAM: i
COCCCNC(=O)c1ccc(N(C)S(C)(=O)=O)cc1 as listed: STK33 inh: -1.2; CHT inh: i; CHT PAM: i
